N370S GC: inhibitors or activators of N370S glucocerebrosidase for Gaucher disease; AID 2101; 0.092% of 330,000 active; N370S GC spleen homogenate, 4MU-glucoside fluorescence; Potency, µM (highest dose often 59.4 µM), without a hit: top-dose activity change, negative = inhibition, hits mostly inhibitors;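 also: 0% = full enzyme activity and -100% = no enzyme basal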
KAT2A inh: blocks human GCN5L2 histone acetyltransferase | Q92830 | GCN5L2 HAT assay, ThioGlo1 CoA-SH fluorescence | Potency, µM (highest dose often 58.9 µM), inactives show at the highest dose activity change, negative = inhibition, usual class: inhibitors | 0.21% of 390,000 active
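Titration-based screen in which CoA formation is detected via maleimide probe ThioGlo1 (50uM) turning fluorescent on thiol reaction; substrates H3(1-25) 75uM and acetyl-CoA 70uM, GCN5L2 20nM, 20 min incubation at room temperature.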
FEN1 inhibitor: human FEN1 inhibition; Recombinant FEN1 flap cleavage, fluorescence, 15 min; Potency, µM (titrated, usually from 114 µM), for the others: at the highest dose activity change, negative = inhibition, actives largely listed as inhibitors; 0.35% of 390,000 active; AID 588795; also: nearly all actives have a fitted effect of over 65% in size
Target sequence (P39748 whole entry, looked up): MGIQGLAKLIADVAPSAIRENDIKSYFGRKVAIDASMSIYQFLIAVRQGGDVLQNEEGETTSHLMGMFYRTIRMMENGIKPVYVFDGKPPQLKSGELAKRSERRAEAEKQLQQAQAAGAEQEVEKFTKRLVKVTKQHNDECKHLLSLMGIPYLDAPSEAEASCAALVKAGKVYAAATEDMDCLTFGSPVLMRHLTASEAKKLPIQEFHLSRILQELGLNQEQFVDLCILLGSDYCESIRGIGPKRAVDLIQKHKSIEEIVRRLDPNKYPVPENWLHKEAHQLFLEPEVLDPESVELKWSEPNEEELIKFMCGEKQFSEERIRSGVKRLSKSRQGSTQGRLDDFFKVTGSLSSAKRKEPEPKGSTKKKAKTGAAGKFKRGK
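FEN1 at 10 nM, compound pretreatment for 15 min (room temperature), 50 nM final substrate to initiate; endpoint reads at 0 and 15 min; DMSO-only plates used as vehicle background.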
Numbers without * were called inactive; ? = inconclusive; . = no result given; [ ] = dose if it differs, or a comment. Calls follow the shape of the dose curve; as a rule, active = well fitted curve in the direction sought with a large enough effect; inconclusive = small, poorly fitted or top-dose-only effect, or another doubt; inactive = no such curve, though single readings can be large; an effect the other way counts as inactive or inconclusive. Unless noted, % is scaled to controls: 0 for no effect and ±100 for the full control effect; potency is read from the fitted curve at half-maximal effect. Rows were taken by chance; overall some 0.54% were active at least once.

SMILES	N370S GC	KAT2A inh	FEN1 inhibitor
Cn1c(=O)c2c(nc(N/N=C/c3ccco3)n2C)n(C)c1=O	3%	-13%	5%
COc1ccc(N2CCN(C(=O)COc3cccc4ccccc34)CC2)cc1	-8%	-2%	-9%
Cc1ccc(S(=O)(=O)c2nnn3c2nc(NCc2ccccc2Cl)c2sccc23)cc1	.	-7%	8%
O=C(O)CC(C(=O)O)N1C(=O)/C(=C/C=C/c2ccco2)SC1=S (centres undefined)	-12%	-13%	?
Cc1ccc(C)c(CN2C(=O)NC3(CCCCCC3)C2=O)c1	0%	-8%	0%
Cc1cc(C)c(C(=O)COC(=O)c2cc([N+](=O)[O-])ccc2NCCO)cc1C	17%	27%	1%
CCOC(=O)CNC(=O)CSc1ccc2nnc(-c3ccc(F)cc3)n2n1	-6%	-4%	6%
CC[C@@H](C)C(N)c1cn([C@@H](CCC(=O)O)C(=O)N2CCNCC2)nn1 (some centres undefined)	12%	-2%	9%
Cc1[nH]c2ccccc2c1C(=O)CN1C(=O)NC(C)(c2ccc(Cl)cc2Cl)C1=O (centres undefined)	9%	-3%	-17%
O=C(N/N=C/c1ccc(O)cc1)c1ccc(COc2cc(Cl)ccc2Cl)o1	-3%	-19%	-8%
O=C(CN1CCN(c2ccc(Cl)cc2)CC1)N1CCCC1	15%	-3%	1%
CC(=O)NNC(=S)Nc1cccc(F)c1	5%	0%	0%
N#Cc1c(NC(=O)CSc2ncn[nH]2)sc2c1CCCCC2	21%	-10%	-22%
CCCCn1c(N)c(N(CCOC)C(=O)CN(C)S(=O)(=O)c2ccc(F)cc2)c(=O)[nH]c1=O	0%	-7%	7%
COc1ccc(CN2CC(C(=O)NCCc3ccc(Cl)cc3)CC2=O)cc1 (centres undefined)	-4%	-8%	-13%

Full records from above. Screens in order: N370S GC, KAT2A inh, FEN1 inhibitor
Cc1ccc(C)c(CN2C(=O)NC3(CCCCCC3)C2=O)c1 as listed: 0%, -8%, 0%
Cc1ccc(S(=O)(=O)c2nnn3c2nc(NCc2ccccc2Cl)c2sccc23)cc1 as listed: ., -7%, 8%
Cc1[nH]c2ccccc2c1C(=O)CN1C(=O)NC(C)(c2ccc(Cl)cc2Cl)C1=O (centres undefined) as listed: 9%, -3%, -17%
O=C(O)CC(C(=O)O)N1C(=O)/C(=C/C=C/c2ccco2)SC1=S (centres undefined) as listed: -12%, -13%, ?
COc1ccc(N2CCN(C(=O)COc3cccc4ccccc34)CC2)cc1 as listed: -8%, -2%, -9%

Further records:
SMILES	N370S GC	KAT2A inh	FEN1 inhibitor
O=C(O)c1ccc2c(=O)[nH]c(CCl)nc2c1	-6%	-11%	-3%
CCOc1ccc(CC(=O)NNC(=S)NC)cc1	6%	-2%	-3%
CCCCN(CCCC)C(=O)c1ccccc1NC(=O)CN1C(=O)c2ccccc2C1=O	9%	-5%	10%
O=[N+]([O-])c1cc(NCCO)c(N2CCCCCC2)c2nonc12	-9%	5%	-2%
COc1ccccc1CCC(=O)N(C)CC(=O)Nc1ccc(Cl)c(C(F)(F)F)c1	-7%	-9%	-12%
Cc1nc(C)c(-c2ccc(SCc3ccccc3F)nn2)s1	0%	-6%	-20%
CCOc1ccc(NC(=O)C2CC(=O)N(Cc3ccco3)C2)cc1 (centres undefined)	.	0%	0%
CCOC(=O)C1=C(N)OC2=C(C(=O)CCC2)C1c1ccccc1OCC (centres undefined)	8%	-3%	2%
Cc1ccsc1CNC1C2CC3CC(C2)CC1C3 (centres undefined)	6%	-4%	0%
CCc1ccc(CNC(=O)CCn2ccc3cc(S(=O)(=O)N4CCCC4)ccc32)cc1	-9%	-12%	9%
Cn1cccc1C(=O)OCC(=O)NCCc1ccccc1	.	0%	-14%
Fc1ccccc1Nc1nc2ccccc2o1	-3%	-7%	-3%
CCN(CC)S(=O)(=O)c1ccc(C(=O)OC2CCCCC2CN(C)C)cc1 (centres undefined)	-10%	-1%	9%
CCOC(=O)c1c(C)nc(C)c(C(=O)OCC)c1-c1ccc(O)c(OC)c1	9%	-11%	0%
CC(C)(C)c1ccc(/C=C(\C#N)C(=O)NCCN2CCOCC2)cc1	?	-3%	-1%

Rewritten with two lines to a compound: 4 of the compounds above
Order of results – N370S GC, KAT2A inh, FEN1 inhibitor
Cc1[nH]c2ccccc2c1C(=O)CN1C(=O)NC(C)(c2ccc(Cl)cc2Cl)C1=O (centres undefined)
→ 9%, -3%, -17%
O=C(N/N=C/c1ccc(O)cc1)c1ccc(COc2cc(Cl)ccc2Cl)o1
→ -3%, -19%, -8%
O=C(CN1CCN(c2ccc(Cl)cc2)CC1)N1CCCC1
→ 15%, -3%, 1%
CC(=O)NNC(=S)Nc1cccc(F)c1
→ 5%, 0%, 0%

Next structures follow.
SMILES	N370S GC	KAT2A inh	FEN1 inhibitor
O=C(O)C1CC=C(Cl)CC1C(=O)NCC1OCCc2ccccc21 (centres undefined)	2%	-1%	-1%
O=C(Nc1nc2ccc(S(=O)(=O)N3CCCCC3)cc2s1)C1CCCO1 (centres undefined)	4%	-2%	5%
O=C1Nc2c(ccc(Cl)c2Cl)C(=O)C1(F)c1ccccc1 (centres undefined)	16%	-4%	-11%
Nc1c(C(=O)Nc2ccc3c(c2)OCCO3)nnn1Cc1ccccc1Cl	8%	-7%	-13%
COc1ccc(C(=O)c2ccccc2)c(O)c1O	8%	-4%	.
Cc1ccc(/C=C/C2=NN(Cc3ccccc3)C(=O)CC2)cc1	1%	0%	7%
COc1cccc(/C=N/NC(N)=S)c1OCc1cccc(Cl)c1	-1%	2%	-3%
CNc1cc(Cl)nc(SC)n1	-8%	-10%	4%
Cc1cccc2cc(CN(CC3CCCO3)C(=O)c3cccs3)c(=O)[nH]c12 (centres undefined)	0%	-5%	15%
COc1ccc(NC(=S)N(CCN2CCOCC2)Cc2cc3cc4c(cc3[nH]c2=O)OCO4)cc1	-11%	-1%	.
Clc1ccc(OCCOCCN2CCc3ccccc3C2)c(Cl)c1	-10%	31%[activator]	8%
CCOC(=O)C1=C(C)NC2=C(C(=O)C(C(=O)OCC)C(c3ccco3)C2)C1c1ccccn1 (centres undefined)	8%	-7%	1%
Cc1ccc(N2CCN(S(=O)(=O)c3ccc4c(c3)n(C)c(=O)c(=O)n4C)CC2C)cc1 (centres undefined)	13%	-1%	8%
CN(C)c1ccc(/C=C(/NC(=O)c2ccccc2)C(=O)N2CCCC2)cc1	-11%	-3%	4%
O=C(NCCc1ccccc1)C1CCN(Cc2cc3ccccc3n2Cc2cccc(Cl)c2)CC1	.	-4%	-18%
CCc1ccc(C(=O)Cn2ccsc2=N)cc1	1%	-5%	0%
CCOc1ccc(-c2nnc(SCc3nnc(-c4ccccc4)o3)n2-c2ccccc2F)cc1	14%	-6%	-5%
Cc1cc(C)c(S(=O)(=O)NCC(=O)NCc2ccco2)c(C)c1	5%	3%	1%
Cc1ccc(S(=O)(=O)NCCC(=O)NCC(c2ccc(F)cc2)N2CCOCC2)cc1 (centres undefined)	.	-3%	5%
CCOC(=O)C1=C(C)N(CCCCCC(=O)O)C(=O)NC1c1ccccc1OC(=O)c1cccs1 (centres undefined)	12%	-4%	-2%
Cn1c(SCc2ccccc2Cl)nc(=O)c2c1NC(=O)CC2c1cc(F)ccc1F (centres undefined)	.	-7%	16%
Cc1cc([N+](=O)[O-])ccc1-c1ccc(C2Nc3ccccc3C(=O)N2O)o1 (centres undefined)	27%	-8%	?
CC(C)(C)NC(=O)NC(=O)CSc1cccc(C(F)(F)F)c1	6%	-14%	5%
O=C(Cn1cc(S(=O)(=O)N2CCCC2)c(S(=O)(=O)N2CCCC2)c1)Nc1ccccc1	.	25%	4%
CC1(C)CC(=O)C2=C(C1)N(Cc1ccccc1)C(=O)C2(NC(=O)C(C)(C)C)C(F)(F)F (centres undefined)	6%	0%	5%
COc1cccc(/C=N/NC(=O)c2cc(-c3ccccn3)nc3ccccc23)c1O	.	-6%	-1%
O=C(NCc1ccc(Cl)cc1)C(=O)N/N=C/c1ccc(Br)cc1	2%	-6%	-1%
CCCNS(=O)(=O)c1ccc(OCC(=O)Nc2ccc3c(c2)OCCO3)cc1	1%	-1%	2%
CCOC(=O)C(CC)Sc1nc(N)c(NC(=O)c2ccc(OC)c(OC)c2)c(=O)[nH]1 (centres undefined)	-2%	-12%	22%
Cc1ccc(S(=O)(=O)Cc2cccc(C(=O)N3CCOCC3)c2)cc1	-1%	-1%	-10%
O=C(Nc1cccc(NC(=O)c2ccc(Cl)cc2Cl)c1)c1cccnc1	-7%	-7%	-2%
CCN(CCCNC(=O)CCn1c(=O)[nH]c2ccccc2c1=O)c1ccccc1	-3%	-3%[0.501 µM]	-15%
COc1ccccc1N(C)S(=O)(=O)c1ccc(Cl)c(C(=O)N2CCC2)c1	-17%	-3%	7%
O=C(Nc1ccccc1C(=O)Nc1ccc2c(c1)OCO2)c1cccs1	-4%	-4%	-2%
CCOC(=O)c1sc2ccccc2c1NC(=O)c1coc2ccccc2c1=O	16%	-3%	-3%
CCN(CC)S(=O)(=O)c1cccc(NC(=O)c2cc(=O)[nH]c3ccccc23)c1	-2%	-3%	-5%
Cc1cc(C)c2oc(-c3cccc(NC(=O)COc4ccc([N+](=O)[O-])cc4)c3)nc2c1	.	-2%	7%
CCC1(c2ccccc2)NC(=O)N(CC(=O)N(C)Cc2c(F)cccc2Cl)C1=O (centres undefined)	-5%	-3%	6%
CCN(CC)S(=O)(=O)c1ccc(C(=O)OCCN2C(=O)c3cccc4c(N5CCOCC5)ccc(c34)C2=O)cc1	0%	-2%	-1%
CC1(C)Cc2c(sc3nn[nH]c(=O)c23)CO1	1%	-1%	-2%
Cc1sc2ncnc(N3CCN(Cc4ccccc4)CC3)c2c1-c1ccccc1	-4%	0%	-24%
COc1cccc(-c2noc(COc3cccc(C)c3C)n2)c1	.	2%	8%
C1CCC(OCCN2CCN(CCOC3CCCCC3)CC2)CC1	7%	-2%	-13%
N#CCc1nc(C(c2ccccc2)c2ccccc2)no1	-6%	-29%	1%
COc1ccc(-c2nc3c(c(SCc4cc(C)ccc4C)n2)Cc2c(CO)cnc(C)c2O3)cc1	.	3%	1%
COc1cc2c(c(OC)c1OC)-c1c(cc3c(c1O)OCO3)C[C@@H](C)[C@@H](C)C2	-3%	13%	0%
CC(C)=CCOc1ccc2c(C)c(CC(=O)N3C[C@H]4C[C@@H](C3)c3cccc(=O)n3C4)c(=O)oc2c1C	?	-2%	-2%
COC(=O)c1ccc(NC(=S)NC2CCc3ccccc32)cc1 (centres undefined)	10%	-9%	4%
N#CC(C#N)=Cc1cccn1-c1ccc(C(=O)O)cc1	-19%	?	-17%
COc1cccc(-c2cc(N3C(=O)Nc4ccccc4N3O)n[nH]2)c1	-22%	28%	-1%
O=S(=O)(c1ccc(-c2ccon2)s1)N1CCOCC1	2%	-17%	3%
O=C(NC(=S)Nc1ccccc1Cl)c1cncc(C#Cc2ccccc2)c1	4%	-3%	10%
CC(C)C(=O)NC(=S)/C=C1/N(C)c2ccccc2C1(C)C	-10%	?	-1%
COc1ccccc1-c1c(C)nn2c(N3CCN(c4ccccc4OC)CC3)cc(C)nc12	-1%	-5%	-17%
CC(=O)Nc1ccc(NC(=O)Cn2c(-c3ccc(F)cc3)cnc2SCC(=O)Nc2c(C)cccc2C)cc1	-2%	-4%	-4%
Cc1cc(=O)oc2c(O)c(O)ccc12	-13%	?	-2%
Cn1cc(/C=C/C(=O)N2CCCC(C(=O)c3ccc(C(F)(F)F)cc3)C2)cn1 (centres undefined)	6%	-14%	-1%
Cc1ccc(NC(=O)COC(=O)c2csc3c2CCC(C)C3)cc1S(=O)(=O)N1CCCCC1 (centres undefined)	-4%	-12%	-5%
Cn1nc(C(=O)N2CCN(c3ccccc3F)CC2)c2c1-c1ccccc1SC2	.	-6%	-24%
O=C(CSc1nccn1-c1ccc(F)cc1)Nc1cccc2ccccc12	.	-5%	-26%

Carrying on:
SMILES	N370S GC	KAT2A inh	FEN1 inhibitor
CN(Cc1ccc(Cl)cc1Cl)C(=O)CNC(=O)c1ccco1	1%	-9%	-3%
CCOC(=O)C1CCN(C(=O)c2ccc(N3CCOCC3)c([N+](=O)[O-])c2)CC1	.	1%	1%
CCC1Oc2ccc(C)cc2N(CC(=O)NCc2ccccc2OC)C1=O (centres undefined)	9%	-22%	1%
c1ccc(Nc2nc3ccccc3n3nnnc23)cc1	-5%	-10%	-13%
Cn1c(Sc2nc3ccccc3n2C)nc2ccccc21	-2%	-4%	-9%
CC1=NN(C(N)=S)C(=O)C1N=Nc1ccc(Cl)cc1 (centres undefined)	1%	-13%	-2%
Cn1c(N/N=C/c2c[nH]c3ccccc23)nc2ccccc21	-9%	1%	-17%
O=C(CN1CCCCC1)N/N=C/c1ccc(Cl)cc1Cl	-2%	-7%	3%
Cc1cccc(C(=O)Nc2ccccc2OCc2cc(=O)n3ccccc3n2)c1	.	0%	-7%
CCCCc1c(C)nc(Nc2ccc(OC)cc2)[nH]c1=O	2%	4%	-1%

As entered above:
Value for Cn1c(N/N=C/c2c[nH]c3ccccc23)nc2ccccc21 in N370S GC: -9%
Value for CCC1Oc2ccc(C)cc2N(CC(=O)NCc2ccccc2OC)C1=O (centres undefined) in N370S GC: 9%
Value for Cn1c(Sc2nc3ccccc3n2C)nc2ccccc21 in N370S GC: -2%

Bioassay records: PubChem, National Center for Advancing Translational Sciences (NCATS)
